Screens as filed in PubChem.
FBW7 activator: human FBW7 E3 ligase activation, primary screen. Q969H0. AlphaScreen FBW7–phospho-cyclin E peptide binding, activator screen. hit rate 0.13% among 650,000. AID 1259310. normalized activity (activation), % at 26.1 µM; in the data active = normalized activity above about 1.9%;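 note: purified mutant Fbw7 with reduced substrate affinity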
GPR151 activ: human GPR151 activation | activation, % at 11.2 µM | hit rate 1% among 650,000 | Q8TDV0 | AID 1508602 | PathHunter beta-arrestin GPR151 cells, luminescence; in the data active = activation above about 4.9%;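 note: 0% = median of compound wells and 100% = cells with positive control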
Target sequence (Q8TDV0 whole entry, looked up): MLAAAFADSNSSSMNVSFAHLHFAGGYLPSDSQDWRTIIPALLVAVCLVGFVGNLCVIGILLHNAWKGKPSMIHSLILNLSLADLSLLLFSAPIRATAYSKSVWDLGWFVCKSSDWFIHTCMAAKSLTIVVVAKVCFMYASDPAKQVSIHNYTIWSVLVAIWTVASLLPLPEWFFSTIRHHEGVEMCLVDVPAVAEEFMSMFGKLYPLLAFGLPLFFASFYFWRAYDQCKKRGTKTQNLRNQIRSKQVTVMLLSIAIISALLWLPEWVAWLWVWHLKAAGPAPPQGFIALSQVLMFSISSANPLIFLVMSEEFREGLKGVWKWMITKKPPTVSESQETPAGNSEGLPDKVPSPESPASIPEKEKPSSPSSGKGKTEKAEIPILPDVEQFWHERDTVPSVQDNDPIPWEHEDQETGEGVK
MITF inh: inhibitors of human MITF | O75030 | AlphaScreen MITF homodimerization, bead proximity signal | inhibition, % at 2.6 µM | hit rate 0.91% among 650,000; in the data active = inhibition above about 50%;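 note: 0% = vehicle wells with protein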
Target sequence (O75030 whole entry, looked up): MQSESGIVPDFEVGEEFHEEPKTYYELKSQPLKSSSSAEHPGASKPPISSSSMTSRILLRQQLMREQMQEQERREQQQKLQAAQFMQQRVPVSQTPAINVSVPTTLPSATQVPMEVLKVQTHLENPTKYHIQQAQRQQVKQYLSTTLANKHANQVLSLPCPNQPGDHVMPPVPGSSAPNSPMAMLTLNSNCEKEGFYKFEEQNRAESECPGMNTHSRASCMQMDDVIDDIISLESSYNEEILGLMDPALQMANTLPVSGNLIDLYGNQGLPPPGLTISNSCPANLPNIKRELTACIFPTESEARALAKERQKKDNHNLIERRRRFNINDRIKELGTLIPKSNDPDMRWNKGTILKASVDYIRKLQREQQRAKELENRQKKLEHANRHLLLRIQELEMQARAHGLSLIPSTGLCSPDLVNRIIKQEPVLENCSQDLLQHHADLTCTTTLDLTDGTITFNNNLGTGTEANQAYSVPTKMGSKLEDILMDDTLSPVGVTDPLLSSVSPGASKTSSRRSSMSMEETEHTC
TEAD-YAP block: TEAD-YAP interaction inhibition; HEK-TIYL cells, TEAD-Gal4/YAP UAS-luciferase luminescence; inhibition, % at 9.12 µM; hit rate 1.4% among 640,000; in the data active = inhibition above about 32%;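 note: 0% = median of test compound wells and 100% = reference inhibitor wells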
The depositor's hits bear a star; . = no result given; & = joins results of further samples.

Second line of a record: FBW7 activator | GPR151 activ | MITF inh | TEAD-YAP block
CCOCCCn1c(=S)[nH]c2cc(C(=O)NC3CCCCC3C)ccc2c1=O (centres undefined)
→ 0.2 | -0.1 | 12 | -1
CC(C)(C)c1ccc(CSc2nc3ccccc3c(=O)n2NC(=O)Cc2ccccc2)cc1
→ 0.1 | -0.2 | -13 | -3
CCCC(=O)NCC(c1ccc(N(C)C)cc1)N1CCN(c2ccccc2)CC1 (centres undefined)
→ -0.1 | 0.7 | 0 | -5
COc1ccc(N(CC(=O)N=Nc2c(O)[nH]c3ccccc23)S(C)(=O)=O)cc1Cl
→ -0.1 | 0.6 | -2 | -3
O=C(NC[C@@H]1CCCN(C(=O)c2ccn[nH]2)C1)c1ccco1
→ -0.1 | -0.7 | 3 | 3
CC(=O)NS(=O)(=O)c1ccc(NC(=O)CSc2ccccc2)cc1
→ -0.1 | -2.2 | 0 | 0
CCOC(=O)C1CCN(C(=O)/C(=C/c2cccc([N+](=O)[O-])c2)c2ccccc2)CC1
→ -0.3 | 8.7* | 12 | -1
CC(Oc1ccc(Cl)cc1)/C(N)=N/O (centres undefined)
→ 0.0 | 1.7 | 3 | 11
CC(=O)N(CCc1ccccc1C)Cc1cc2cc3c(cc2[nH]c1=O)OCO3
→ 0.1 | 0.8 | 1 | -4
Cc1ccc(/C=C/C(=O)Nc2cccc(C)c2C)o1
→ -0.3 | 3.0 | 2 | -26
CC1CCCCC1NC(=O)Cn1c(=S)[nH]c2ccccc2c1=O (centres undefined)
→ -0.1 | 1.3 | 8 | -2
COC(=O)c1ccccc1NC(=O)CSc1nc2ccsc2c(=O)n1Cc1ccc2c(c1)OCO2
→ -0.2 | 0.9 | -8 | -5
Cc1cc(C)cc(N2C(=O)CN(Cc3ccccc3)C2=S)c1
→ 0.1 | -1.4 | 8 | 2
CCOC(=O)C1=C(CSc2nc(-c3cccs3)ccc2C#N)OC(N)=C(C#N)C1c1ccc(C#N)cc1 (centres undefined)
→ 0.2 | -0.3 | 18 | -11
COCCN1C(=O)N(c2ccc(OC)cc2)C(=O)C1CC(=O)Nc1ccc(F)cc1 (centres undefined)
→ 0.7 | -0.4 | 20 | 5
Cc1ccc(SCC(=O)NNC(=O)CCC(=O)c2ccc(F)cc2)cc1
→ -0.2 | -0.6 | -2 | 9
Cc1nn(C)c(Cl)c1CN1CCOc2ccc(C(O)c3cccnc3)cc2C1 (centres undefined)
→ 0.1 | 1.0 | 2 | 15
CCSCCOC(=O)C1=C(C)NC2=C(C(=O)CCC2)C1c1ccc(N(CC)CC)cc1 (centres undefined)
→ 0.0 | -0.5 | 2 | 6
CCc1cc(C(=O)Cc2cnc[nH]2)c(O)cc1O
→ 0.3 | 0.9 | 14 | 0
O=C(N/N=C/c1cccc([N+](=O)[O-])c1O)c1cccc([N+](=O)[O-])c1
→ -0.9 | -0.4 | 53* | 8
COc1ccc(OC)c(N(CC(=O)Nc2ccccc2)S(C)(=O)=O)c1
→ -0.2 | 1.1 | -3 | 2
O=c1c2cnn(-c3ccccc3)c2nc(-c2cccs2)n1-c1ccc(F)cc1
→ -0.1 | 0.6 | 0 | -4
CC12CC3CC(C)(C1)CC(CNC(=O)COc1ccccc1)(C3)C2
→ 0.0 | 2.2 | 4 | 9
Cn1c(CC(=O)Nc2ccc(Cl)cc2)c(Sc2ccccc2)c2ccccc21
→ -0.1 | -2.3 | 0 | -2
CCCS(=O)(=O)c1c(S(=O)(=O)CCC)c2c(C(N)=O)cccn2c1C(=O)c1ccc(F)cc1
→ 0.4 | 0.2 | 8 | 5
CC1=C(C(N)=O)C(c2ccc(OCc3ccccc3)cc2)n2nnnc2N1 (centres undefined)
→ 0.1 | 2.6 | -3 | 3
Cc1cccc2[nH]c(CN(C)C(=O)Cn3nnnc3CN(C)C(C)C)nc12
→ 0.1 | 0.9 | 4 | 2
COc1cc(C(=O)NCC(=O)OCC(=O)c2ccc[nH]2)cc(OC)c1OC
→ -0.1 | -0.5 | 4 | -5
CCCn1c(=O)[nH]c2c(C(N)=O)nc(-c3ccc(Cl)cc3)nc21
→ 0.1 | 1.0 | 11 | 5
COc1ccc(C2(C)NC(=O)N(CC(=O)OC(C)(C)C)C2=O)cc1OC (centres undefined)
→ -0.2 | 0.4 | 3 | 6

A portion of the results above, as a working copy:
Second line of a record: FBW7 activator | GPR151 activ | MITF inh | TEAD-YAP block
COc1cc(C(=O)NCC(=O)OCC(=O)c2ccc[nH]2)cc(OC)c1OC
→ -0.1 | -0.5 | 4 | -5
CCCn1c(=O)[nH]c2c(C(N)=O)nc(-c3ccc(Cl)cc3)nc21
→ 0.1 | 1.0 | 11 | 5
COc1ccc(C2(C)NC(=O)N(CC(=O)OC(C)(C)C)C2=O)cc1OC (centres undefined)
→ -0.2 | 0.4 | 3 | 6

Going on with the list:
Second line of a record: FBW7 activator | GPR151 activ | MITF inh | TEAD-YAP block
COC(=O)c1sc2nc(N)c(C#N)c(-c3ccc(Cl)cc3)c2c1N
→ -0.1 | 0.4 | 5 | 3
Cn1c(SCc2ccncc2)nnc1C1CCN(Cc2ccsc2)CC1
→ 0.1 | 0.4 | 9 | -4
OCCN1CCN(c2nc(-c3ccccc3)c3cc(Br)ccc3n2)CC1
→ 0.1 | 2.5 | -10 | 2
CCOC(=O)c1c(CN2CCCC2)oc2ccc(OC)cc12
→ -0.1 | -0.1 | 2 | 10
O=S(=O)(c1ccc(F)cc1)N1CCc2[nH]c3ccccc3c2C1
→ 0.7 | -0.9 | 10 | 7
N#CC1=C(SCC(=O)NCc2ccccc2)NC2=C(C(=O)CCC2)C1c1ccc2c(c1)OCO2 (centres undefined)
→ 0.8 | 1.1 | 1 | 0
COC(=O)c1ccc2c(=O)n(Cc3ccc(Cl)cc3)c(SCc3ccc(C(C)(C)C)cc3)nc2c1
→ 0.0 | -1.3 | 3 | -2
CC(C)N1CCNC(=O)C1CC(=O)NCCc1cccc(Cl)c1 (centres undefined)
→ 0.0 | 0.9 | -15 | 5
COc1ccc(Cl)cc1NC(=O)CSc1nnc(-c2cccc(C)c2)n1N
→ -0.2 | 0.1 | -5 | -5
COc1ccc(-c2cc(-c3ccc(OC)cc3)nc(-c3ccccc3O)c2)cc1
→ 0.3 | 0.2 | 24 | -2
CCOc1ccc(Nc2cc(N3CCN(Cc4ccc5c(c4)OCO5)CC3)c3noc4c3c2C(=O)c2ccccc2-4)cc1
→ 0.2 | -0.3 | 37 | -8
CCc1ccc(S(=O)(=O)NCCc2csc(-c3cccnc3)n2)s1
→ 0.0 | 1.1 | 5 | 1
CCOC(=O)Cn1c(=NC(=O)c2cc(=O)c3ccccc3o2)sc2cc(F)ccc21
→ -0.1 | 5.1* | -3 | 1
N#Cc1cccc(CN2CCC(NCc3cccnc3)CC2)c1
→ 0.0 | 0.6 | 4 | -4
CCOC(=O)c1sc2nc(N3CCOCC3)c3c(c2c1N)CCN(C)C3
→ 0.0 | 0.7 | -7 | -9
CCSc1nnc(NC(=O)Cn2cnc3ccccc3c2=O)s1
→ 0.1 | -1.4 | 0 | -5
CC1(C)OC2OC(C(=O)Oc3ccc4ccccc4c3)C3OC(C)(C)OC3C2O1 (centres undefined)
→ -0.1 | 0.4 | -6 | -1
CC(=O)OCC(=O)[C@@]1(OC(C)=O)[C@@H](C)C[C@H]2[C@@H]3C[C@H](F)C4=CC(=O)C=C[C@]4(C)[C@@]3(F)[C@@H](O)C[C@@]21C
→ 0.0 | 0.8 | -10 | .
COc1ccc(-c2c(Nc3cccc(F)c3)c(=O)c2=O)cc1
→ 0.3 | -1.4 | 0 | 11
Cc1cc2c(cc1S(=O)(=O)CCC(=O)Nc1cccc(C(F)(F)F)c1)OCC(=O)N2
→ 0.0 | -0.4 | 0 | 9
CC(NC(=S)NC(=O)C12CC3CC(CC(C3)C1)C2)C12CC3CC(CC(C3)C1)C2 (centres undefined)
→ 0.1 | 1.6 | -13 | -1
CCOC(=O)c1ccc(Nc2ncnc3[nH]ncc23)cc1
→ 0.0 | -1.4 | 29 | -11
CCCN1C(=O)C(NC(=O)c2ccc(F)cc2)(C(F)(F)F)C2=C1CC(C)(C)CC2=O (centres undefined)
→ 0.6 | 2.8 | 3 | -4
Cc1ccc2c(NC(=O)C3CC(=O)N(c4ccc(Cl)cc4)C3)cccc2n1 (centres undefined)
→ -0.1 | -0.9 | 6 | -5
COCCNC(=O)CC[C@H]1CN(Cc2cccc(Cl)c2)CC[C@H]1N1CCCC1
→ 0.3 | -1.0 | 5 | 9
O=C(NC12CC3CC(CC(C3)C1)C2)c1cc2nc(-c3cccs3)cc(C(F)(F)F)n2n1
→ 0.2 | 0.6 | -5 | -1
COc1ccc(C2C3=C(CCCC3=O)N=C3c4ccccc4C(=O)C32)cc1 (centres undefined)
→ -0.4 | -1.1 | 3 | 9
CC(=O)c1c2c(c(C)[nH]c1=O)CCCC2
→ 0.0 | 0.1 | 16 | -5
CCOc1ccc(/C=C2/SC(=O)N(C(C)CC)C2=O)cc1OC (centres undefined)
→ -0.3 | 0.9 | -7 | -2
Cn1c(-c2ccccc2)cnc1SCC(=O)Nc1ccccc1Cl
→ -0.2 | 0.9 | 22 | -14
O=C(N/N=C\c1cc([N+](=O)[O-])ccc1O)c1cccc2cc[nH]c12
→ -0.2 | -0.4 | -98 | 20
O=C(CC1CCCC1)N1CCC[C@@H](Cn2nc(-c3cccs3)ccc2=O)C1
→ 0.0 | -0.1 | 4 | -1
Nc1ccccc1C(=O)NC1CCCC1
→ 0.1 | -2.1 | 4 | 1
CCN1CCN(S(=O)(=O)CCNC(=O)c2cc3ccccc3o2)CC1
→ 0.1 | 4.4 | 19 | -6
O=S(=O)(Nc1ccc(Cl)cn1)c1ccccc1
→ 0.0 | 1.1 | 8 | -2
CCc1nc(CN2CCCC(C(=O)Nc3ccc(-c4ccco4)cc3)C2)c(C)[nH]1 (centres undefined)
→ 0.0 | -1.1 | 6 | 9
CC1(C)CC2(CC(C)(c3csc(Nc4ccccc4)n3)OC2=O)C(=O)O1 (centres undefined)
→ 0.0 | 0.7 | 10 | 14
C=COCCNC(=O)C(=O)Nc1ccccc1OC
→ -0.1 | 0.7 | -7 | -2
CC#CCOC(=O)c1c(C)nc2sc3c(c2c1N)CCC(O)C3 (centres undefined)
→ 0.1&0.0 | -0.7&0.3 | -7&-4 | 0
CCN(CC)S(=O)(=O)c1ccc(Cl)c(C(=O)NC(C)(C)C)c1
→ -0.1 | 1.0 | -8 | 10
CC(=O)Nc1ccc(C(=O)OCc2ccc(Br)cc2)cc1
→ -0.2 | -0.5 | -19 | -6
Cc1sc(NC(=O)CSc2nnc(C)c(=O)[nH]2)c(C#N)c1C
→ 0.1 | -0.5 | 4 | 8
Cc1cccc(CN2CCOc3ccc(C4(O)CCN(c5ccccc5F)CC4)cc3C2)n1
→ -0.1 | 1.3 | -5 | 2
C/C=C/Cc1c(C)nc(SCc2c(C(=O)OCC)c3cc(O)c(Br)cc3n2C)c(C#N)c1C
→ 0.0 | 0.4 | 6 | -8
CCCCNS(=O)(=O)c1ccc(NC(=O)c2ccc(Cl)cc2[N+](=O)[O-])cc1
→ -0.1 | 2.4 | 5 | 6
CCc1ccc(CNCc2c(C(=O)O)c(C)n(Cc3cccc(Cl)c3)c2C)cc1
→ 0.0 | -0.5 | 19 | 15
O=C(c1nn2c(c1Cl)NC(c1ccc(Br)cc1)CC2C(F)(F)F)N1CCCC1 (centres undefined)
→ -0.1 | 0.0 | -2 | -1
N#CCCN(C(=S)NC(=O)C1CC1)c1ccccc1
→ -0.1 | -0.5 | -1 | -2
C=CCNC(=S)NNc1ccc2ccccc2c1
→ -0.2 | 2.9 | -1 | -13
Nc1nc(N)nc(Oc2ccccc2)n1
→ -0.1 | -0.4 | -2 | -11
CNC(=O)COc1ccc(Nc2nnc(-c3ccc(C)c(S(N)(=O)=O)c3)c3ccccc23)cc1
→ -0.2 | -1.3 | 2 | -2
CCN1CCN(CC(=O)NCc2ccc(F)cc2)CC1
→ -0.1 | 1.8 | 79* | 3
Cc1ccc(C(=O)NC(=S)NCC(=O)c2ccccc2)cc1
→ 0.0 | 2.7 | -8 | -17
Cc1occc1C(=O)N1CCOc2ccc(CN3C[C@@H](C)O[C@@H](C)C3)cc2C1
→ 0.8 | 0.6 | 0 | 3
COc1ccc(CC(=O)Nc2ccc3c(c2)CN(S(=O)(=O)c2ccccc2)CC3)cc1
→ 0.1 | -0.1 | -12 | 7
Cc1sc(C(=O)O)c2nn[nH]c(=O)c12
→ 0.0 | 1.4 | 16 | 7
CCc1cccc(C)c1-n1nnnc1C(C)(C)N(C)C
→ -0.1 | -1.0 | -4 | -10
CCC(C(=O)NC1CCCC1)N(C(=O)Cn1nnc(-c2ccc(Cl)cc2)n1)C(C)(C)C (centres undefined)
→ 0.0 | -0.3 | 2 | 3
C/C(=N\NC(=O)c1cc(C)[nH]n1)c1ccco1
→ -0.1 | -0.8 | -5 | -24
COc1cc(NC(=O)c2cccc(-c3cccc(N)c3)c2)cc(OC)c1OC
→ 0.0 | -2.0 | 2 | 14
C[C@@H](O)[C@@H]1NC(=O)[C@@H]2C[C@H](NC(=O)Nc3cccc(Cl)c3Cl)CN2C1=O
→ 0.3 | -0.1 | 16 | 9

Laid out differently: entries from further up
molecule: C=COCCNC(=O)C(=O)Nc1ccccc1OC
  FBW7 activator = -0.1	GPR151 activ = 0.7	MITF inh = -7	TEAD-YAP block = -2
molecule: CCN1CCN(CC(=O)NCc2ccc(F)cc2)CC1
  FBW7 activator = -0.1	GPR151 activ = 1.8	MITF inh = 79*	TEAD-YAP block = 3
molecule: CCc1ccc(S(=O)(=O)NCCc2csc(-c3cccnc3)n2)s1
  FBW7 activator = 0.0	GPR151 activ = 1.1	MITF inh = 5	TEAD-YAP block = 1
molecule: CCOC(=O)c1ccc(Nc2ncnc3[nH]ncc23)cc1
  FBW7 activator = 0.0	GPR151 activ = -1.4	MITF inh = 29	TEAD-YAP block = -11
